TDP1 cell CPT: growth inhibition of DT40 Tdp1-/-;hTDP1 cells with camptothecin (screen for TDP1 inhibitors); Potency, µM (titrated, usually from 46.2 µM), for inactives: at the top dose activity change, negative = growth inhibition, most hits filed as inhibitors; chicken DT40 Tdp1-/-;hTDP1 cells + 20 nM CPT, ATP luminescence, 48 h; 420,000 compounds, 12% hits; also: nearly all actives have a fitted effect of over 55% in size
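Cell growth measured by CellTiter-Glo luminescence after a minimum 48 h, 37 C compound exposure with 20 nM CPT in Tdp1-knockout DT40 cells stably expressing hTDP1, seeded 400/well; qHTS titration format.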
FEN1 inh: inhibitors of human flap endonuclease 1; Potency, µM (doses to about 114 µM), inactives show at the highest dose activity change, negative = inhibition, actives largely listed as inhibitors; 390,000 compounds, 0.35% hits; AID 588795; P39748; Recombinant FEN1 flap cleavage, fluorescence, 15 min; also: nearly all actives have a fitted effect of over 65% in size
Target sequence (P39748 whole entry, looked up): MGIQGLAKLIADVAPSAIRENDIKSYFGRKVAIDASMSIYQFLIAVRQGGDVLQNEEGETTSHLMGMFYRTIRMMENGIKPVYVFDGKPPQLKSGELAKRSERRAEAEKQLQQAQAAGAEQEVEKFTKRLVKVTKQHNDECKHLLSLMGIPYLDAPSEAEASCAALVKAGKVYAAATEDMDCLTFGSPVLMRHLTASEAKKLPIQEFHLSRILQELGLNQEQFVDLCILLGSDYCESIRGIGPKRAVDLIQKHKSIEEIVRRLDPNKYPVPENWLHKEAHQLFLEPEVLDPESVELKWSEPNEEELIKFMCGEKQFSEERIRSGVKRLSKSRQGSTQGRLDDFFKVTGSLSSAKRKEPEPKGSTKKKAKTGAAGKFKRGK
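Enzyme 10 nM, 15 min RT preincubation with compound; start with substrate 50 nM final; reads at 0 and 15 min; qHTS titration, four-parameter Hill fit.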
N370S GC: N370S glucocerebrosidase modulation, Gaucher chaperone candidate; 330,000 compounds, 0.092% hits; P04062; N370S GC spleen homogenate, 4MU-glucoside fluorescence; Potency, µM (top dose mostly 59.4 µM), without a hit: at the top dose activity change, negative = inhibition, usual class: inhibitors;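 also: 0% = full enzyme activity and -100% = no enzyme basal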
Numbers without * were called inactive; u = inconclusive; x = not tested or not shown. Calls follow the shape of the dose curve; as a rule, active = well fitted curve in the direction sought with a large enough effect; inconclusive = small, poorly fitted or top-dose-only effect, or another doubt; inactive = no such curve, though single readings can be large; an effect the other way counts as inactive or inconclusive. Unless noted, % is scaled to controls: 0 for no effect and ±100 for the full control effect; potency is read from the fitted curve at half-maximal effect. Some of the compounds tested. The share of hits here may be higher or lower than overall.

molecule	FEN1 inh	TDP1 cell CPT	N370S GC
CCCN(CCC)C(=O)Cn1c(=O)n(-c2ccc(Cl)cc2)c(=O)c2c3c(sc21)CCCC3	-6%	-26%	x
CC1Cc2ccccc2N1C(=O)CCS(=O)(=O)c1cccs1 (stereo unspecified)	0%	-2%	0%
COc1ccc(C)c2sc(N(Cc3cccnc3)C(=O)c3cccs3)nc12	-3%	u	x
CC(C)C[C@H](NC(=O)Nc1ccc(Oc2ccccc2)cc1)C(=O)O	0%	-17%	-29%
O=C1NCC(COCC2CC=CCC2)O1 (stereo unspecified)	0%	2%	12%
COc1ccc(/C(C)=N/OC/C(O)=C(\C#N)c2nc3ccccc3[nH]2)cc1OC	-7%	u	-13%
O=C(Nc1ccccc1)c1cccc(NC(=O)c2ccco2)c1	14%	9%	x
O=C(CSc1nc2ccccc2o1)Nc1nccs1	-4%	-1%	-7%
Cc1ccc(NC(=O)CN(C)C(=O)C2CC(=O)N(Cc3ccccc3)C2)cc1 (stereo unspecified)	-5%	-5%	2%
COc1ccc(-c2[nH]c(-c3ccccc3)nc2SCC(=O)Nc2ccc3c(c2)OCCO3)cc1	10%	13µM*	x
O=C1c2cccnc2C(Nc2ccccc2Br)N1Cc1ccco1 (stereo unspecified)	1%	u	-6%
COc1ccc(C(CNC(=O)c2cccc(S(=O)(=O)Nc3ccc(C)cc3)c2)N2CCOCC2)cc1 (stereo unspecified)	2%	u	-26%
Cc1ccc2c(CSc3nnnn3C)cc(=O)oc2c1	7%	19%	-9%
O=c1[nH]n(CC2COC3(CCCCC3)O2)c(=O)c2ccccc12 (stereo unspecified)	-7%	u	u
Cc1ccc(CNC(=O)CN2C(=O)COc3ccc(S(=O)(=O)Nc4ccccc4)cc32)cc1	-9%	u	x
COc1ccc(C2C3=C(N=C4SCC(=O)N42)c2ccccc2CC3)cc1OC (stereo unspecified)	-1%	15µM*	-3%
COc1ccc(NS(=O)(=O)c2cccc(C(=O)NCC(c3ccc(OC)cc3)N3CCCCC3)c2)cc1 (stereo unspecified)	-21%	u	x
O=C(O)C1CCCN(S(=O)(=O)c2ccc(Cl)s2)C1 (stereo unspecified)	5%	-2%	-2%
COc1cc(S(=O)(=O)NCc2ccncc2)c(OC)cc1Br	8%	u	0%
Cc1nc2c3cccnc3nn2c(C)c1CCC(=O)NCc1ccccc1	13%	-17%	x
Cc1ccc(S(=O)(=O)NCCC(=O)Nc2ccc(C)c(Cl)c2)cc1C	-17%	3%	-5%
O=C(COC(=O)C1=COCCO1)Nc1ccc(F)c(F)c1	-2%	4%	0%
O=C(CCOc1ccccc1)N1CCN(S(=O)(=O)c2ccccc2F)CC1	-3%	-20%	x
C1=CC2CCC1ON2c1ccccc1 (stereo unspecified)	2%	-2%	7%
COc1ccc(CN(C)Cc2nc(Cc3ccccc3Cl)no2)cc1OC	-14%	u	6%
CNC(=O)Nc1cccc2cccnc12	-2%	4%	4%
CCn1c(C)nc2cc(C(=O)NNS(=O)(=O)c3ccc(C)c(C)c3)ccc21	5%	-6%	1%
Cc1ccc(C(O)(COC(=O)C(C)C)COC(=O)C(C)C)c(O)c1	-12%	4.6µM*	-23%
O=C(CNC(=O)N1CC(=O)Nc2ccccc21)NCc1ccccc1Cl	-15%	-11%	-17%
Cc1ccc(S(=O)(=O)Nc2ccccc2C(=O)Nc2nc(-c3ccc(F)cc3)cs2)cc1	0%	3.3µM*	-7%

Overlap with the part before: 3 compounds, followed by the next part.
molecule	FEN1 inh	TDP1 cell CPT	N370S GC
Cc1ccc(C(O)(COC(=O)C(C)C)COC(=O)C(C)C)c(O)c1	-12%	4.6µM*	-23%
O=C(CNC(=O)N1CC(=O)Nc2ccccc21)NCc1ccccc1Cl	-15%	-11%	-17%
Cc1ccc(S(=O)(=O)Nc2ccccc2C(=O)Nc2nc(-c3ccc(F)cc3)cs2)cc1	0%	3.3µM*	-7%
O=c1ccc2ccc(Oc3ccc(Cl)cc3[N+](=O)[O-])cc2o1	3%	12%	9%
COc1cc(NC(=O)Cc2ccccc2)c(C(=O)O)cc1OC	3%	8%	-9%
Cc1ccc(NS(=O)(=O)N2CCCCC2)cc1	-5%	22%	x
CS(=O)(=O)N(Cc1ccccc1)c1ccccc1C(=O)Nc1ccccc1C(=O)NCc1ccco1	9%	-14%	1%
CC(=O)Nc1nc2c(s1)C(=O)NCCC2	-1%	12%	-4%
CCOC(=O)C1C(=O)NCC2CCCC21 (stereo unspecified)	-15%	10%	-6%
N=c1c2c(ncn1CCN1CCOCC1)Oc1ccc3ccccc3c1C2c1ccccc1 (stereo unspecified)	1%	-10%	-11%
O=C(NCCCN1CCOCC1)c1ccc2c(=O)n(-c3ccc(F)c(Cl)c3)c(=S)[nH]c2c1	0%	-5%	-3%
O=C(CN(c1ccccc1)S(=O)(=O)c1ccccc1)N1CCN(Cc2ccc3c(c2)OCO3)CC1	-5%	-28%	-2%
CC(C)Cc1nnc(N)s1	3%	-4%	x
COC(=O)Nc1nn(-c2ccc(C)cc2)c(=O)c(C#N)c1C	12%	10%	0%
CN(Cc1ccccc1)C(=O)c1cccc(NC(=O)Cc2ccc(NC(=O)C3CCCN(C(=O)C4CC4)C3)cc2)c1 (stereo unspecified)	-17%	-30%	x
CCn1c(SCc2cc(=O)[nH]c3ccccc23)nnc1C1CC1	4%	-9%	2%
COC(=O)c1ccc(NC(=O)CSc2nnc(CNc3ccc(OC)cc3)n2C)cc1	-13%	5%	-3%
COCCNc1oc(-c2ccc(OC)cc2)nc1C#N	-11%	-19%	x
COCCn1c(Cc2ccccc2)nnc1SCC(=O)N1CCCC1=O	4%	-6%	x
O=C(NCC1COc2ccccc2O1)C1CCCN(S(=O)(=O)c2cnc[nH]2)C1 (stereo unspecified)	-10%	-5%	3%
CC(C)c1csc(CN2CCCC(CNC(=O)c3cccc4ccccc34)C2)n1 (stereo unspecified)	1%	16µM*	-2%
CCOc1ccccc1CNC(=O)C1CCCN(c2ncnc3onc(-c4ccc(F)cc4)c23)C1 (stereo unspecified)	-2%	u	x
COc1ccccc1OCc1nnc(SCC(=O)N2CCCC2)o1	-5%	0%	-2%
Nn1c(SCC(=O)Nc2cc(S(=O)(=O)N3CCOCC3)ccc2Cl)nnc1-c1cccnc1	5%	1%	3%
Cc1ccc(-n2c(-c3ccc(Br)cc3)nc3c(cnn3-c3ccccc3)c2=O)cc1	-34%	u	x
CCC1Oc2ccc(C)cc2N(CC(=O)NCCN2CCOCC2)C1=O (stereo unspecified)	-4%	11%	-6%
CCOC(=O)CCNC(=O)N1CCC(CCOc2ccccc2)(C(=O)OCC)CC1	-12%	9%	x
Cc1ccc(-c2cc3nc(-c4ccccc4)cc(C(F)(F)F)n3n2)cc1	-19%	-24%	x
CCC1(CC)C(=O)N(C)C(=O)NC1=Nc1ccc(OC)cc1	8%	7%	1%
Cc1c(NC(=O)c2ccccc2F)cccc1-c1nc2cccnc2s1	4%	-28%	x
CC(C)OCCCNC(=O)C1CCC(CNS(=O)(=O)c2ccccc2)CC1 (stereo unspecified)	2%	-24%	3%
Cn1c(CCN2CCCCC2)nc2cc(NC(=O)COc3ccc(Cl)cc3)ccc21	13%	u	-15%
CCOc1ccc(OCc2ccc(C(=O)Nc3ccc(Cl)cn3)o2)cc1	-13%	u	10%

Grouped by structure, the compounds so far with an NH in an aromatic ring
molecule	FEN1 inh	TDP1 cell CPT	N370S GC
COc1ccc(/C(C)=N/OC/C(O)=C(\C#N)c2nc3ccccc3[nH]2)cc1OC	-7%	u	-13%
COc1ccc(-c2[nH]c(-c3ccccc3)nc2SCC(=O)Nc2ccc3c(c2)OCCO3)cc1	10%	13µM*	x
O=c1[nH]n(CC2COC3(CCCCC3)O2)c(=O)c2ccccc12 (stereo unspecified)	-7%	u	u
O=C(NCCCN1CCOCC1)c1ccc2c(=O)n(-c3ccc(F)c(Cl)c3)c(=S)[nH]c2c1	0%	-5%	-3%
CCn1c(SCc2cc(=O)[nH]c3ccccc23)nnc1C1CC1	4%	-9%	2%
O=C(NCC1COc2ccccc2O1)C1CCCN(S(=O)(=O)c2cnc[nH]2)C1 (stereo unspecified)	-10%	-5%	3%

(list continues)
molecule	FEN1 inh	TDP1 cell CPT	N370S GC
Cc1ccc(S(=O)(=O)Nc2ccccc2F)cc1C(=O)N1CCN(c2ccccc2O)CC1	16%	-15%	x
O=C(O)c1cccc(S(=O)(=O)NCc2cccs2)c1	6%	9%	-6%
NC(=S)c1cc2cc(Br)ccc2oc1=O	-5%	-20%	19%
COc1ccc(OCC2c3cc(OC)c(OC)cc3CCN2C(=O)COc2ccc(Cl)cc2Cl)cc1 (stereo unspecified)	4%	u	x
O=C(C1=C(O)C(=O)N(CCN2CCOCC2)C1c1cccc(Br)c1)c1cccs1 (stereo unspecified)	2%	u	-30%
Cc1ccccc1CSCC(=O)NC(=O)NC(C)(C)C	-16%	-24%	13%
O=c1c2c(-c3ccccc3)csc2nc2c3ccccc3c(NCCN3CCOCC3)nn12	40µM*	8.2µM*	2%
Cc1cc(NC(=O)CSc2nc3ccccc3[nH]2)no1	-2%	-15%	8%
Cc1ccc(Cn2ccc(NC(=O)c3c(-c4ccccc4Cl)noc3C)n2)cc1	-17%	-5%	-3%
CCCCCCSc1ccc(-c2nc3ccc(Cl)cn3c2NC2CCCCC2)cc1	10%	26µM*	x
CCOC(=O)c1c(NC(=O)c2cc(=O)c3c(C)cc(C)cc3o2)sc2c1CCC2	-3%	-4%	x
COCc1cc(C)nc(SCC(=O)Nc2ccccc2N2CCOCC2)c1C#N	4%	u	1%
CCOc1ccc(OCCn2c(SCC(=O)O)nc3ccccc32)cc1	0%	-8%	-1%
Cc1nc2nc(C)c(CCC(=O)N3CCN(c4ccccc4)CC3)c(C)n2n1	-3%	-1%	3%
CC(=O)c1ccccc1OCCOc1ncnc2sccc12	2%	8%	9%
Cc1ccc2nc(CNC(=O)c3ccccc3)[nH]c2c1	-1%	10%	x
S=C(NCCCn1ccnc1)NC1CCCCC1	8%	-10%	0%
Cc1ccc(/C=N/NC(=O)c2nnn(-c3nonc3N)c2-c2cccs2)cc1	-4%	u	-17%
Cn1c(Sc2ccccc2Cl)c(C=O)c2ccccc21	8%	u	2%
CCCCC1CCC(C(=O)Nc2ccc(N3CCOCC3)cc2N2CCOCC2)CC1 (stereo unspecified)	-17%	u	x
CSc1ccc(C2Nc3cccc4cccc(c34)N2)cc1	-24%	15µM*	-29%
CCc1nnc(NC(=O)CSc2nnc(COc3ccccc3)n2Cc2ccccc2)s1	2%	-6%	-21%
O=C(OC(C(=O)Nc1ccc(Cl)cc1C(F)(F)F)c1ccccc1)C1=COCCO1 (stereo unspecified)	3%	13%	0%
CCCS(=O)(=O)NCc1cn2c(C)csc2n1	18%	-1%	4%
CCn1c(CNC(=O)c2ccc(Cl)cc2)nnc1SCC(=O)N1CCOCC1	5%	4%	0%
O=[N+]([O-])c1ccc(O)c(-c2nn[nH]n2)c1	0%	18µM*	-5%
O=C(CSc1nc2c(c(=O)n1-c1ccc(Cl)cc1)SCC2)Nc1ccc2c(c1)OCCO2	14%	u	1%
COc1ccccc1Nc1nc(N)nc(CSC(=S)N2CC(C)CC(C)C2)n1 (stereo unspecified)	-17%	u	6%
Cn1nnc(NC(=O)c2ccco2)n1	1%	-4%	-8%
COc1ccccc1C(=O)O/N=C(\N)c1ccccc1Cl	42%	-18%	6%
O=C1C2C3CCC(C3)C2C(=O)N1Cc1ccccc1 (stereo unspecified)	9%	-1%	0%
COc1cccc(N(CC(=O)N/N=C(\C)c2cccs2)S(C)(=O)=O)c1	0%	0%	3%
Cc1cc(C)n(CC(O)CN(c2ccccc2)S(=O)(=O)c2ccc3ccccc3c2)n1 (stereo unspecified)	7%	u	-19%
CC1CCN(CCC(=O)Nc2ccc(F)c(F)c2)CC1	3%	0%	1%
Cc1cc(C(=O)NCc2ccccc2Br)no1	2%	u	5%
N#CC1=C(N)S[C@@H](C(=O)c2ccc(F)cc2)[C@@H]1c1cccs1	-19%	u	10%
O=C(Cc1ccc(F)cc1)NCCc1csc(-c2cccc(F)c2)n1	8%	u	x
O=C(c1ccccc1)N1CCN(CC(O)COCC2CC=CCC2)CC1 (stereo unspecified)	2%	6%	5%
COc1ccc(C(=O)N2CC(=O)Nc3ccc(F)cc3C2c2ccccc2)cc1 (stereo unspecified)	-6%	-22%	4%
